# Assay outcomes deposited in PubChem BioAssay by several laboratories.
# PMI act satM6P = activators of human phosphomannose isomerase at near-saturating mannose 6-phosphate. AID 1216. 190,000 tested, 0.34% active. P34949. activation factor at 20 µM. coupled PMI enzyme assay, resazurin fluorescence, 20 min; hits give high values; 1 = untreated enzyme, 0 = substrate-free blank;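 active means activation factor of 2 or more at 20 µM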
# Target sequence (P34949 whole entry, looked up): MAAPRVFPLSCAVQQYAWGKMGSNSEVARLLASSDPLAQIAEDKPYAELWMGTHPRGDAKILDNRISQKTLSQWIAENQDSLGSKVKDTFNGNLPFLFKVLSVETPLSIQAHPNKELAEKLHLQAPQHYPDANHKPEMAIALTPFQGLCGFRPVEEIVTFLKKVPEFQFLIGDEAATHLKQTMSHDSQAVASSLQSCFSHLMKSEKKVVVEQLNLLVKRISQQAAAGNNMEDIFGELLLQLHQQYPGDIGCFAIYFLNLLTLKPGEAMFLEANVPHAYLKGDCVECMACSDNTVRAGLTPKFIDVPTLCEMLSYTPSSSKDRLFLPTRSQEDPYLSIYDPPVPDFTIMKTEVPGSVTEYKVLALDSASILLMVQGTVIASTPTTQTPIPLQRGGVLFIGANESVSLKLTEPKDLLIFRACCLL
#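 Technique: Diaphorase-driven resazurin-to-resorufin fluorescence, excitation 544, emission 590 nm | Assay system: Human PMI in coupled enzyme assay | Times: Enzyme reaction with compound 20 min at room temperature | Medium: HEPES-buffered pH 7.4 with magnesium and detergent | Reagent: Mannose-6-phosphate 1.0 mM (near-saturating) plus 0.22 mM NADP+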
# Diaph act CS = activates diaphorase or chemically reduces, flagging diaphorase assay artifacts | Diaphorase/resazurin coupled assay, resorufin fluorescence, 16 min; hits give high values; 1 = vehicle wells, 0 = NADH-free wells | activation factor at 20 µM | 190,000 tested, 0.005% active;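 active means diaphorase activity raised at least twofold by the compound at 20 µM; inactive means activation factor below 2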
#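 Material: Purified diaphorase enzyme from Clostridium kluyveri | Buffer or medium: 50 mM HEPES pH 7.4 with 4.542 mM MgCl2, 0.005% Tween 20 | Times: 16 min enzyme reaction, ambient temperature | Signal: Red resorufin fluorescence at 544/590 nm excitation/emission | Measure: Increased resorufin signal from activators or reducing compounds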
# bIAP activator = intestinal alkaline phosphatase (bovine) activation; purified bovine IAP, CDP-star luminescence, 30 min; hits give high values; fold of DMSO-control signal, blank-subtracted; activation factor at 20 µM; 200,000 tested, 0.17% active; AID 1016;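 active means activation factor of 2 or more at 20 µM, a signal rise over negative controls twice the positive control's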
# TNAP act hiacc = TNAP (human) activation, high acceptor. P05186. purified TNAP, CDP-star luminescence, 1 M DEA, 30 min; hits give high values; 0 = EDTA background, 1 = DMSO-only activity. activation factor at 20 µM. 200,000 tested, under 10 active;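 active means activation factor at least 2 at 20 µM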
# Target sequence (P05186 whole entry, looked up): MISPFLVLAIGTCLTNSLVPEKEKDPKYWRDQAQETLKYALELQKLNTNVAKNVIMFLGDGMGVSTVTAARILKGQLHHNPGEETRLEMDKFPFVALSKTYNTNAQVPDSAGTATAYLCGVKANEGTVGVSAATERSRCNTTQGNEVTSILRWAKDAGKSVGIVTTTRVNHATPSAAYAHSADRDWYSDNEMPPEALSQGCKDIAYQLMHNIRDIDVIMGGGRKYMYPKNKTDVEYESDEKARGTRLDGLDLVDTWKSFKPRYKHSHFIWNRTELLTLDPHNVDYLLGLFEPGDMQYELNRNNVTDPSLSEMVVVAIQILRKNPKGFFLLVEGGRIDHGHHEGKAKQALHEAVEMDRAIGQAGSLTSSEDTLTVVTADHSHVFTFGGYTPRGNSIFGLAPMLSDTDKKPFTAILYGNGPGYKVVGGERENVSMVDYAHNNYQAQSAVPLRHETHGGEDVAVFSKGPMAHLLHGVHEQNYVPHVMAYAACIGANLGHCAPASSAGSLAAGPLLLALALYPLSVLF
#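 Measured by: Luminescent substrate turnover signal | Test system: Human TNAP | Input: TNAP 1/800 final | Dosing: 20 µM single point | Schedule: 30 min, room temperature | Controls: EDTA wells as negative control, DMSO wells as positive control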
# L major viab = inhibitors of Leishmania major promastigote growth. Leishmania major promastigotes, resazurin fluorescence viability. inhibition, % at 10 µM. 200,000 tested, 9% active. AID 1063; in the data active means inhibition above about 50%;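 further: promastigotes grown with compound for 44 hours at 28 °C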
# PMI activator = increases human mannose-6-phosphate isomerase activity | P34949 | purified human PMI, coupled resazurin fluorescence, 20 min; hits give high values; 1 = vehicle control, 0 substrate-free wells | activation factor at 20 µM | 190,000 tested, 0.005% active | AID 1214;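 active means activation factor of 2 or more at 20 µM, relative to plate controls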
# Diaphorase inh = inhibits diaphorase or chemically oxidizes, flagging diaphorase assay artifacts | diaphorase resazurin-to-resorufin fluorescence, NADH, 16 min; bacterial (C. kluyveri) enzyme, not human | inhibition, % at 20 µM | 190,000 tested, 0.69% active;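 active means primary screen inhibition at 20 µM above a set limit, cut at about 50% in these data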;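 further: plate controls were DMSO with full reaction for no effect and wells lacking NADH for full effect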
#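 System: Bacterial diaphorase enzyme (C. kluyveri) | Incubation: 16-min room-temperature incubation before reading | Benchmarks: No-NADH positive control and DMSO neutral control | Measured by: Resorufin fluorescence 544/590 nm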
# TNAP inh hi DEA = blocks human TNAP under high phosphate acceptor concentration; purified TNAP, CDP-star luminescence, 1 M DEA; P05186; AID 1135; 200,000 tested, 0.03% active; inhibition, % at 20 µM;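 active means over 50% inhibition of tissue-nonspecific alkaline phosphatase at 20 µM in the single-dose screen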;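 further: plate controls were DMSO wells for no effect and EDTA-quenched wells as full inhibition for full effect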
# TNAP inh no acc = inhibitors of human TNAP without phosphate acceptor; P05186; purified TNAP, CDP-star luminescence, 30 min; inhibition, % at 20 µM; 200,000 tested, 0.26% active; AID 1012;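 active means tissue-nonspecific alkaline phosphatase inhibition above about 50% at 20 µM in the single-dose screen, limit read from the data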;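 further: 0% = DMSO negative control and 100% = EDTA positive control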
# bIAP inh = blocks bovine intestinal alkaline phosphatase activity | 190,000 tested, under 10 active | purified bovine IAP, CDP-star luminescence, 30 min | inhibition, % at 20 µM | AID 1019;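 active means over 50% inhibition of intestinal alkaline phosphatase at 20 µM in the single-dose screen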
#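 System: Purified bovine intestinal alkaline phosphatase (IAP) enzyme | Input: IAP diluted 1/65,000,000 in the well | Also added: CDP-star chemiluminescent phosphatase substrate, 30 µM final | Dosing: 20 µM single dose | Times: Enzyme reaction for 30 min at room temperature | Detection: Luminescence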
# An asterisk follows results filed as active; / = not tested or not shown.
compound	PMI act satM6P	Diaph act CS	bIAP activator	TNAP act hiacc	L major viab	PMI activator	Diaphorase inh	TNAP inh hi DEA	TNAP inh no acc	bIAP inh
COc1ccc(C(c2sc3ncnn3c2O)N2CC(C)OC(C)C2)cc1OC (centres undefined)	1	0.9	0.9	1	0	1	7	0	-5	11
CCOC(=O)Cc1c(C)nc(N)[nH]c1=O	1.1	1.1	1.2	1.1	-4	1	-12	-10	-7	-18
CC(=O)NC12CC3CC(CC(CC(=O)O)(C3)C1)C2	1	0.9	0.8	1.1	-7	1	7	-7	-4	22
CC(C)c1cc(CNC(=O)CCc2nnc(CCCc3ccccc3)o2)on1	/	/	1.1	1	-2	/	/	-4	-12	-7
CC1=CCC2C(=O)N(c3cccc(C(=O)N(C)C4CCCCC4)c3)C(=O)C2C1 (centres undefined)	1.1	0.9	1	1	-5	1.1	6	-4	-12	-2
COC(=O)c1ccc(C(C(=O)NCc2ccccc2)N(Cc2cccs2)C(=O)c2cnccn2)cc1 (centres undefined)	0.9	0.9	0.9	1	3	0.9	11	-3	-8	9
Cn1c(N)c(C(=O)COC(=O)[C@@H]2CCCN2S(=O)(=O)c2ccc(Cl)cc2)c(=O)n(C)c1=O	1	0.9	1.1	1	-3	1	8	-4	-3	-6
CC(C(=O)N1CCOCC1)N1C(=O)C2C3C=CC(C4CC34)C2C1=O (centres undefined)	1	0.9	1	1.1	-4	1.1	8	-7	-8	2
CCOc1ccc(NS(=O)(=O)c2cc(NC(=O)c3ccc(C)cc3)ccc2Cl)cc1	0.8	0.7	0.9	1	38	0.7	26	-1	1	6
CC1(C)CC(=O)C(C(N)=NC(=O)c2ccccc2)=C(O)C1	1	0.9	1	1	11	1	7	4	-6	4
O=C(N1CCOCC1)N1CCN(Cc2ccccc2)CC1	0.9	0.9	1	1	2	1	10	1	-9	3
COc1ccc2cc3c(N)nn(C(=O)c4ccccc4[N+](=O)[O-])c3nc2c1	0.9	0.8	1.1	1	-6	1	18	5	15	-6
O=c1cc(N2CCCCC2)c(-c2ccccc2)nn1Cc1ccc(F)cc1	0.9	0.9	1.1	1	24	0.9	5	-4	-6	-5
Cc1ccc(NC(=O)NC2CCCCC2)cc1Cl	1	0.9	0.9	1.1	4	1	8	-5	-14	9
O=C(CCN1C(=O)S/C(=C\c2cccs2)C1=O)Nc1nccs1	1	0.9	1	1.1	-9	1.2	8	-6	-5	-2
Cc1ccc(C(c2c(C)nn(-c3ccccc3)c2N)c2c(C)nn(-c3ccccc3)c2N)cc1	0.8	0.7	1	1.1	95*	0.8	29	-8	-7	3
CCCNC(=O)Cc1ccsc1	1	0.8	0.9	1	-4	1	16	-1	-10	8
CC(=O)NC1=NN(C(C)=O)C(c2cccc([N+](=O)[O-])c2)S1 (centres undefined)	1.1	1.1	1	0.9	4	1.1	-8	6	-2	4
O=C(COC(=O)/C=C/c1ccco1)Nc1ncc(C(F)(F)F)cc1Cl	1	0.9	0.8	1	-4	0.9	13	5	6	19
COc1ccccc1-n1nc(C(=O)O)c2ccccc2c1=O	1.1	0.9	0.9	1	-7	1	12	-4	-13	8
O=C(Nc1ccc(Br)c(Cl)c1)c1ccco1	0.9	1	0.8	1	39	0.9	4	-2	-10	18
CCCc1nnc2n1N=C(c1ccc(-c3cc(Cl)ccc3Cl)o1)CS2	1.2	0.9	1	1	-7	1.1	12	4	1	4
O=C(Nc1ccccc1N1CCOCC1)C1Cc2ccccc2CN1C(=O)c1ccco1 (centres undefined)	1	0.9	1	1	13	1	11	-3	-9	4
CSc1ccc(CNc2ccc(C)c(C)c2)cc1	0.9	0.8	0.9	1	-6	0.9	20	-2	-10	13
C/C(=N\NC(=O)CC#N)C1COc2ccccc2O1 (centres undefined)	1	1	1	1	-6	1	0	-1	-8	0
S=c1[nH]nc(Cc2cccs2)n1-c1ccccc1	1	0.9	0.9	1	14	1.1	12	-4	3	13
COC(=O)c1cc2sc(Cl)cc2n1Cc1nc(-c2ccccc2)oc1C	0.9	0.9	0.9	1	-2	0.9	14	0	-9	14
CCC(=O)N(Cc1ccc(S(N)(=O)=O)cc1)C1CC(=O)N(c2ccccc2)C1=O (centres undefined)	1.1	0.9	1.2	1	-7	1	9	-1	7	-19
COc1cc(Sc2ccc(C)cc2)c(OC)cc1N	0.3	0.8	0.8	0.9	3	0.6	16	10	1	15
O=C(Cc1ccccc1[N+](=O)[O-])Nc1ccc2c(c1)OCO2	1	0.9	0.9	1.1	0	1	9	-6	-8	6

# Quoted from the entries so far for reference:
compound	PMI act satM6P	Diaph act CS	bIAP activator	TNAP act hiacc	L major viab	PMI activator	Diaphorase inh	TNAP inh hi DEA	TNAP inh no acc	bIAP inh
COC(=O)c1cc2sc(Cl)cc2n1Cc1nc(-c2ccccc2)oc1C	0.9	0.9	0.9	1	-2	0.9	14	0	-9	14
CCC(=O)N(Cc1ccc(S(N)(=O)=O)cc1)C1CC(=O)N(c2ccccc2)C1=O (centres undefined)	1.1	0.9	1.2	1	-7	1	9	-1	7	-19

# Later entries
compound	PMI act satM6P	Diaph act CS	bIAP activator	TNAP act hiacc	L major viab	PMI activator	Diaphorase inh	TNAP inh hi DEA	TNAP inh no acc	bIAP inh
CC(=O)N1N=C(c2cccs2)CC1c1ccc(C)o1 (centres undefined)	1	1	0.9	1	-2	1	-3	-4	-3	13
Clc1ccc(CN2CCN(c3ncnc4scc(-c5cccs5)c34)CC2)cc1	1	0.9	1.1	1.1	8	0.9	11	-8	8	-6
CCOc1ccc2nc(NC(=O)Nc3ccccc3)sc2c1	1	1	0.9	1	0	1	4	-2	-4	8
CC(=O)c1cccc(NC(=O)COc2ccccc2C(=O)c2cc(C#N)c(=O)n(C3CCCCC3)c2)c1	0.8	0.7	1.2	1.1	10	0.8	25	-5	0	-18
CN(C)C=NC(=O)c1cc(C(=O)c2ccccc2)c[nH]1	1	1.1	1	1	0	1.1	-13	1	-4	-2
Cc1ccc(-n2nc(C)c3c2OC(N)=C(C#N)C3c2ccoc2)cc1 (centres undefined)	1	0.7	0.8	1.1	1	1	31	-6	-4	25
CC1CCCN(c2nc3ccccc3nc2C(C#N)C(=O)OC2CCCCC2)C1 (centres undefined)	1	0.9	0.9	1	61*	1	8	4	4	8
Cc1ccc(SCCCCN2CCNCC2)cc1	1.1	0.9	1	1	100*	1.1	14	-2	-6	4
CCOC(=O)c1ccc(N2C(=O)CC(N3CCC(Nc4ccc(F)cc4)CC3)C2=O)cc1 (centres undefined)	0.9	0.9	1	1.1	4	0.9	8	-6	-6	2
COc1ccc(OC)c2[nH]c(=O)c(CCNS(=O)(=O)c3ccccc3)cc12	0.8	0.8	1	1	-1	0.8	23	-1	-5	-4
CCN1C(=O)C(O)(C2COC(C)(C)CC2=O)c2cc(Br)ccc21 (centres undefined)	0.9	0.9	0.8	1	44	0.9	11	0	-5	18
Cc1ccccc1N(CC(=O)N/N=C/c1ccc(Cl)cc1)C(=O)c1ccccc1	0.8	0.8	1	0.9	68*	0.8	22	10	13	5
Cc1cc(C)c(C)c(S(=O)(=O)NCC(=O)O)c1C	1	0.8	0.9	1	-3	1	17	2	-4	12
Cc1ccc(Nc2c([N+](=O)[O-])c(=O)n(C)c3ccccc23)cc1C	0.8	0.8	0.8	1	25	0.8	20	4	9	22
Fc1ccc(-n2nnc(-c3cccnc3)n2)cc1	1	1	1	1	3	1.1	2	-3	-9	-4
COc1ccc(C(=O)NCC(=O)OCC(=O)Nc2cc([N+](=O)[O-])ccc2F)cc1	1.1	1	1	1	2	1.1	2	-1	-8	1
O=C(COc1ccc(S(=O)(=O)Nc2ccccc2)cc1)NCc1cccnc1	1	1	0.9	1	-2	0.9	0	2	-11	5
O=C(O)c1cccc(-c2nc3ccccc3[nH]2)c1	1.1	0.9	0.9	1	-5	1	5	-1	-11	8
CC1=C(C(=O)Nc2ccccc2)C(c2ccco2)NC(=S)N1 (centres undefined)	1	0.9	1	1	-7	1	8	-4	0	4
O=C1C(Cl)=C(N2CCCCC2)C(=O)C(Cl)=C1c1cnc(N2CCCCC2)s1	1.3	0.4	1	0.9	59*	1.5	62*	11	32	0
O=S(=O)(c1ccccc1F)N(Cc1ccco1)Cc1nnc(-c2ccccc2Br)o1	0.9	0.7	0.8	1.1	65*	0.9	33	-10	-14	16
COc1cccc(NC(=O)COC(=O)CCS(=O)(=O)c2ccc(C)cc2)c1	0.9	0.8	1	1	1	0.9	16	-2	-6	-2
COC(=O)c1ccc(CSc2n[nH]c(C)n2)o1	0.9	0.8	1	1	42	0.9	18	-1	-4	3
O=C1CC(Sc2ncccn2)C(=O)N1c1ccccc1 (centres undefined)	1.1	1.1	0.9	1	3	1.1	-6	-3	-22	10
Cc1nn(S(=O)(=O)c2cccs2)c(C)c1Sc1ccccc1	0.9	0.8	1	1	0	0.8	16	3	-1	-3
Cc1cc(C)nc(NC(=O)CSc2ccccn2)n1	1	0.9	1	1	-7	1	13	0	-4	-2
O=C(Nc1ccc(Cl)cc1)N1CC=CCC1	1.1	1	1	1	-3	1	4	0	-8	2
O=C(Nc1cccc2ccccc12)N1CCOCC1	0.9	0.8	0.9	1.1	11	0.9	20	-5	-16	10
COc1ccc(-c2cccc(C(=O)Nc3ccc(C)cc3)c2)cc1	1.1	1	1	1	-3	1	3	-2	-11	0
COc1ccccc1NC(=O)CC(=O)CSc1nnc(-c2ccc(C)cc2)n1-c1ccccc1	0.8	0.8	1	1	72*	0.8	22	-3	-8	3
COc1ccc(CNC(=O)NC2CCCCC2)cc1	1.1	1	0.8	1.1	12	1.1	3	-7	-12	20
Cc1ccc(S(=O)(=O)Nc2ccc(NC(=O)c3cccs3)cc2)cc1	0.9	0.9	1.1	1	14	0.8	11	2	-6	-8
Cc1cccc(OCCCC(=O)Nc2ccc(S(N)(=O)=O)cc2)c1C	1	0.9	0.8	1	44	1.1	5	-1	-9	20

# One compound at a time (already shown). Values in the order: PMI act satM6P | Diaph act CS | bIAP activator | TNAP act hiacc | L major viab | PMI activator | Diaphorase inh | TNAP inh hi DEA | TNAP inh no acc | bIAP inh
# Clc1ccc(CN2CCN(c3ncnc4scc(-c5cccs5)c34)CC2)cc1 is listed with 1 | 0.9 | 1.1 | 1.1 | 8 | 0.9 | 11 | -8 | 8 | -6
# Cc1ccc(Nc2c([N+](=O)[O-])c(=O)n(C)c3ccccc23)cc1C is listed with 0.8 | 0.8 | 0.8 | 1 | 25 | 0.8 | 20 | 4 | 9 | 22
